KB-3-1 tox – kills parental KB-3-1 adenocarcinoma cells; KB-3-1 viability, CellTiter-Glo ATP luminescence, 72 h; Potency, µM (series often up to 46.1 µM), inactives show at the highest dose activity change, negative = cytotoxic, most hits filed as cytotoxic; 400,000 tested, 1.4% active; AID 1347075; note: potency is the fitted concentration of half-maximal effect; % is set by controls: 0 for no effect and ±100 for the full control effect; nearly all actives have a fitted effect of over 60% in size
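KB-3-1 parental drug-naive adenocarcinoma cells in DMEM/10% FBS, incubated 72 h at 37 C with pin-transferred compounds across a concentration series. Viability by CellTiter-Glo luminescence; concentration-response curves fitted after normalization.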
MCF10A rereplic – inducers of DNA re-replication in MCF 10A breast cells; MCF 10A DNA re-replication, Hoechst nuclear intensity, 48 h; Potency, µM (highest dose often 46.1 µM), for inactives: at the highest dose activity, positive = re-replication, hits mostly activators; 350,000 tested, 2.9% active; note: potency is the fitted concentration of half-maximal effect; % of control where 0% means no effect; nearly all actives have a fitted effect of over 50% in size
KB-V1 MDR tox – KB-V1 MDR subline cytotoxicity. AID 1347076. 400,000 tested, 3.4% active. KB-V1 MDR cells viability, CellTiter-Glo, 72 h. Potency, µM (doses to about 46.1 µM), without a hit: at the top dose activity change, negative = cytotoxicity, usual class: cytotoxic; note: potency is the fitted concentration of half-maximal effect; % is set by controls: 0 for no effect and ±100 for the full control effect; nearly all actives have a fitted effect of over 60% in size
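Cytotoxicity toward P-gp-expressing KB-V1 cells was determined as loss of CellTiter-Glo luminescence after 72 h at 37 degrees C. Compounds were tested in quantitative HTS format across a concentration range, with curves fitted to normalized data.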
ATXN viability – cell viability loss in ATXN counter-screen. S2 cells (HEK-293 line with an ATXN2-luciferase reporter) viability, CellTiter-Fluor protease fluorescence, 24 h. Potency, µM (titrated, usually from 56.7 µM), most hits filed as cytotoxic. AID 651635. 400,000 tested, 0.49% active; note: potency is the fitted concentration of half-maximal effect; nearly all actives have a fitted effect of over 40% in size
HT1080 IDH1KD tx – kills HT-1080 cells with IDH1 knockdown | HT-1080 IDH1 knockdown viability, ATP luminescence, 48 h | Potency, µM (highest dose often 46.1 µM), for the others: at the top dose activity, negative = toxicity, hits mostly cytotoxic | 360,000 tested, 2% active;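 note: potency is the fitted concentration of half-maximal effect; 0% = DMSO wells and -100% = cell-free medium wells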
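% activity derives from luminescence (CellTiter-Glo), normalised to DMSO and no-cell wells. HT-1080-IDH1KD cells, 750/well, had 48 h compound exposure at 37 °C.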
IL1B secr inh – inflammasome signaling inhibition, IL-1 beta readout | THP-1 LPS/ATP IL-1B secretion, AlphaLISA, 16 h; stronger effect = lower value | activity change, % at 57.5 µM | 360,000 tested, 4.7% active | AID 743279; in the data active = activity change below about -50%; inconclusive = mostly about -30% to -49%; note: % is set by controls: 0 for no effect and ±100 for the full control effect
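Secreted IL-1B measured by AlphaLISA bead assay after 16 h compound exposure of THP-1 cells; compounds (final up to 57.5 uM) added 1 h before LPS (250 ng/mL) and ATP (1.25 mM) stimulation; lower signal means less secretion.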
HT1080-NT tox – kills 2HG-producing HT-1080-NT fibrosarcoma cells. HT-1080-NT fibrosarcoma viability, CellTiter-Glo ATP luminescence, 48 h. Potency, µM (highest dose often 46.1 µM), without a hit: at the top dose activity, negative = less viability, usual class: cytotoxic. 360,000 tested, 1.6% active. AID 686970;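 note: NT is the 2HG producing partner of a matched IDH1 knockdown line; potency is the fitted concentration of half-maximal effect; 0% = DMSO-treated cells and -100% = media-only wells without cells; nearly all actives have a fitted effect of over 55% in size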
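Luminescent CellTiter-Glo readout after 48 hours of compound exposure at 37 degrees C defined viability of HT-1080-NT cells. Activity was normalized to DMSO wells and cell-free media wells; concentration-response curves were fitted and assigned curve classes.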
SW480 rerep – inducers of DNA re-replication in SW480 colon cancer cells; SW480 DNA re-replication, Hoechst DNA content imaging, 48 h; Potency, µM (series often up to 46.1 µM), for the others: at the highest dose re-replication activation, hits mostly activators; 340,000 tested, 1.8% active; AID 624297; note: potency is the fitted concentration of half-maximal effect; % of control where 0% means no effect; nearly all actives have a fitted effect of over 55% in size
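Quantitative HTS format with DMSO vehicle controls; 48 hr drug incubation at 37 C, then 40 min Hoechst staining and scanning imager measurement at 405 nm excitation.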
ATXN2 expr inh – inhibitors of ATXN2 expression. HEK-293 ATXN2-luciferase reporter, luminescence, 24 h. Potency, µM (titrated, usually from 57 µM), inactives show at the top dose activity change, negative = inhibition, actives largely listed as inhibitors. 360,000 tested, 0.72% active; note: potency is the fitted concentration of half-maximal effect; % is set by controls: 0 for no effect and ±100 for the full control effect; nearly all actives have a fitted effect of over 55% in size
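qHTS (up to 57 uM final) was run with 24 h compound exposure of reporter cells at 37 °C. Each well was multiplexed: SteadyGlo luminescence measured ATXN2-luciferase expression after a fluorogenic Gly-Phe-AFC viability readout (25 uM final).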
* hit, by the source's call; i = inactive; u = inconclusive; x = no result given; & = joins results of further samples; ! = a repeat was not active; [ ] = another dose, or the depositor's remark. Unless noted, calls come from the whole dose curve; as a rule, active = well fitted curve in the direction sought with a large enough effect; inconclusive = small, poorly fitted or top-dose-only effect, or another doubt; inactive = no such curve, though single readings can be large; an effect the other way counts as inactive or inconclusive.

SMILES | KB-3-1 tox | MCF10A rereplic | KB-V1 MDR tox | ATXN viability | HT1080 IDH1KD tx | IL1B secr inh | HT1080-NT tox | SW480 rerep | ATXN2 expr inh
Cc1cc(C(=O)CCl)c(C)n1CCc1ccc(F)cc1 | u | u | u | x | 5.17µM* | -58.2* | 5.8µM* | 7.6% | u
COC(=O)c1ccccc1NC(=O)N1CCN(c2ccccc2)CC1 | 11.5% | -9.4% | -21.1% | i | 15.1% | -7.3 | 2.3% | -1.5% | u
CC(=O)Nc1nonc1-c1nc2ccccc2n1Cc1ccccc1 | 14.6µM* | u | 16.4µM* | i | 11.6µM* | 16.6 | 16.4µM* | u | -0.3%
COCC(=O)N(Cc1cc2ccccc2[nH]c1=O)c1ccccc1OC | 9.3% | -3.3% | 9.5% | i | 11.7% | 15.0 | 9.3% | -2.8% | 0.3%
CC(C)c1ccc(NC(=O)N2CCN(S(=O)(=O)c3ccccc3)CC2)cc1 | 7.4% | u | -6.8% | i | -22.3% | -11.4 | -11.9% | u | -5.8%
CCOc1ccc2[nH]c(=O)c(CN(CCCN3CCOCC3)C(=O)Nc3ccc(F)cc3)cc2c1 | -11.0% | -16.3% | -1.8% | i | -2.0% | -0.8 | -1.9% | -10.1% | -19.1%
CC(C)N(Cc1nccn1C)C(=O)c1cc(COc2cccc(C(F)(F)F)c2)on1 | -21.6% | 10.5% | -27.8% | i | -17.7% | 0.0 | -0.3% | -49.2%[inhibitor] | -24.6%
CCOC(=O)C1=C(C)N=c2s/c(=C/c3cccc([N+](=O)[O-])c3O)c(=O)n2C1c1ccc(OC)cc1OC (centres undefined) | -24.6% | u | -20.1% | 12.6µM* | 0.7% | 20.5 | -0.4% | u | -32.1%
O=C(Cn1nc(-c2ccc(Cl)cc2)ccc1=O)NCCCN1CCN(Cc2ccccc2)CC1 | -1.9% | -3.8% | u | i | -20.6% | u | -1.3% | 20.6% | -20.5%
Cn1c(=O)c2ncn(CC(=O)NCCOc3ccc(C(C)(C)C)cc3)c2n(C)c1=O | -0.3% | -8.8% | -2.9% | i | 1.4% | 36.4 | 0.5% | -8.7% | -1.0%
c1ccc(-c2cc3cc4c(cc3cn2)OCO4)cc1 | 2.7% | u | -6.1% | i | -2.1% | 59.3 | -12.1% | 10.2% | 68.9%[activator]
CCc1ccc(CCC(=O)Nc2sc(C)c(C)c2C(=O)OC)o1 | -0.5% | -1.6% | -4.2% | i | -28.7% | 0.0 | 0.3% | -4.5% | -12.3%
OCCN1CCN(CC#CCC(c2ccccc2)c2ccccc2)CC1 | 0.9% | 29.9% | -16.1% | i | -3.7% | -26.9 | -14.1% | -15.9% | -30.9%
CCc1ccc(-c2nc(C)c(CCO)c(=O)[nH]2)cc1 | 1.0% | 1.3% | 27.7% | i | 25.1% | -3.1 | u | -15.3% | 15.4%
COCCOC(=O)C1=C(C)NC(=O)NC1c1ccco1 (centres undefined) | -0.2% | 1.8% | 6.1% | i | -2.6% | -5.2 | 11.2% | -8.9% | 0.6%

3 successive compounds already listed, for reference:
SMILES | KB-3-1 tox | MCF10A rereplic | KB-V1 MDR tox | ATXN viability | HT1080 IDH1KD tx | IL1B secr inh | HT1080-NT tox | SW480 rerep | ATXN2 expr inh
Cc1cc(C(=O)CCl)c(C)n1CCc1ccc(F)cc1 | u | u | u | x | 5.17µM* | -58.2* | 5.8µM* | 7.6% | u
COC(=O)c1ccccc1NC(=O)N1CCN(c2ccccc2)CC1 | 11.5% | -9.4% | -21.1% | i | 15.1% | -7.3 | 2.3% | -1.5% | u
CC(=O)Nc1nonc1-c1nc2ccccc2n1Cc1ccccc1 | 14.6µM* | u | 16.4µM* | i | 11.6µM* | 16.6 | 16.4µM* | u | -0.3%

Later entries
SMILES | KB-3-1 tox | MCF10A rereplic | KB-V1 MDR tox | ATXN viability | HT1080 IDH1KD tx | IL1B secr inh | HT1080-NT tox | SW480 rerep | ATXN2 expr inh
CN(C)CCN1C(=O)c2oc3ccc(F)cc3c(=O)c2C1c1ccncc1 (centres undefined) | 0.4% | 10.4% | 4.7% | i | -0.1% | 3.6 | 6.8% | -8.0% | -0.6%
Cc1ccc(C(=O)CC2(O)C(=O)N(CN3CCOCC3)c3ccccc32)cc1 (centres undefined) | 4.7% | -0.1% | u | i | 8.0% | 21.2 | 14.1% | 0.9% | -12.2%
COc1ccccc1NS(=O)(=O)c1ccc(O)c(C(N)=O)c1 | -2.9% | -6.6% | -8.0% | i | 12.9% | 7.3 | 0.0% | -0.8% | -0.7%
O=C(NC(=S)NCC1CCCO1)c1ccc(Br)o1 (centres undefined) | 11.8% | -3.1% | 10.6% | i | 18.5% | 27.2 | 11.6% | 12.6% | 59.7%[activator]
CN(C)CCNC(=O)c1ccc2c(c1)N(Cc1c(F)cccc1Cl)C(=O)c1ccccc1S2 | 11.7% | x | u | i | x | x | x | x | 22.4µM*
Cc1ccccc1N/C=C/C(=C(C#N)C#N)N(C)C | -4.1% | -23.3% | -1.4% | u | u | 15.2 | 11.5% | -24.5% | 5.2%
Cc1cc(NC(=O)c2cc3n(n2)C(C(F)(F)F)CC(c2ccco2)N3)no1 (centres undefined) | 6.5% | u | -4.4% | u | u | -19.0 | u | -13.0% | -13.9%
CSc1ccccc1NC(=O)CN(C)Cc1c(O)ccc2ccccc12 | 2.7% | 14.7% | 2.0% | i | 1.4% | -9.6 | -2.4% | -1.0% | 2.1%
Nc1nc(COc2ccc(F)cc2)nc(N2CCCCC2)n1 | -4.6% | -4.2% | -22.8% | i | 13.6% | 2.7 | 7.6% | -6.5% | -3.3%
CCOc1ccc(S(=O)(=O)N(C)c2ccc(OCC(=O)Nc3nc4ccccc4s3)cc2)cc1 | u | u | u | i | 6.51µM* | 7.7 | -11.2% | 1.8% | -13.4%
COc1ccc(CSc2nncn2N)cc1Br | -2.4% | 3.1% | -0.5% | i | 12.2% | -9.3 | 12.0% | -5.2% | 5.3%
CCN(c1ccccc1)c1nc(Cl)nc2c1cnn2C | 15.9% | 17.3% | 0.0% | i | -1.1% | -11.2 | -2.9% | -11.4% | -18.5%
O=C(COc1ccc(Br)cc1)N1CCN(c2ncccn2)CC1 | 2.0% | 0.7% | 12.6% | i | -1.2% | 57.8 | -1.4% | -4.8% | x
CCc1ccccc1NC(=O)c1cc2sc(Cl)cc2n1CC | -7.4% | x | 2.7% | i | x | x | x | x | -3.1%
Cc1cc(C)cc(NC(=S)NC2CC3CCCC(C2)N3CC(C)C)c1 (centres undefined) | 8.4% | -0.6% | 0.0% | i | 2.4% | 1.8 | -0.3% | -4.7% | -2.0%
Cc1ccc(S(=O)(=O)N2C[C@H]3N(C(=O)OC(C)C)N(C(=O)OC(C)C)C[C@H](OC(=O)Nc4c(C)noc4C)[C@@]3(O)C2)cc1 | 15.4% | x | 22.2% | i | 4.9% | -50.7* | 6.5% | x | -12.5%
S=C(NCCN1CCOCC1)Nc1ccccc1Cl | 6.8% | -14.2% | -0.1% | i | 0.4% | i | -0.7% | 0.8% | -0.1%
COc1ccc(-n2nc(C(=O)Nc3cccc(C(F)(F)F)c3)c3c4ccccc4n(C)c3c2=O)cc1 | -5.3% | x | 4.1% | i | x | x | x | x | 2.3%
CCCCCn1c(SCCOCC)nc2c1c(=O)[nH]c(=O)n2C | 5.6% | 4.4% | -3.8% | i | -8.1% | 2.4 | -7.7% | -6.1% | 5.8%
COc1ccc(Br)cc1CNC(=O)C1CCC(=O)N1C(C)C (centres undefined) | 11.4% | 5.2% | 25.8% | i | -0.1% | 4.4 | 10.8% | -2.0% | 1.1%
O=C(c1nn2cccnc2c1Cl)N1CCN(c2ccccc2)CC1 | 8.2% | -0.6% | 17.3% | i | 2.3% | -1.1 | 7.6% | -7.6% | -15.6%
Cc1[nH]nc(N=CC2=C(O)CC(c3ccco3)CC2=O)c1-c1ccccc1 (centres undefined) | -0.4%&17.8% | 8.0%&1.8% | 16.4µM*! | i | 10.0%&-2.3% | -18.8&-28.4 | u | -5.4%&-1.2% | 0.2%&5.1%
C=CCN(c1ccccc1OC)S(=O)(=O)c1cccc(C(=O)OCC(=O)N2CC(C)OC(C)C2)c1 (centres undefined) | 0.6% | 10.8% | 4.11µM* | i | -29.4% | 11.4 | 3.1% | 6.6% | 2.4%
CC(=O)c1ccccc1-c1csc2ncnc(Sc3nnnn3C)c12 | u | u | u | u | x | x | x | u | u
CC(C)NC(=O)N(C)C[C@H]1Oc2ccc(NS(=O)(=O)c3cn(C)cn3)cc2C(=O)N([C@H](C)CO)C[C@@H]1C | 13.3% | 1.9% | -6.2% | i | 8.5% | 6.8 | 15.4% | -0.7% | -2.3%
COc1ccc(C2/C=C\CN3CCC[C@H]3C(=O)N2Cc2ccc(F)cc2)cc1 (some centres undefined) | 0.0% | 10.7% | 0.0% | i | 6.1% | -19.7 | 6.0% | -16.2% | 3.1%
CC(=O)NCCc1ccc(C(=O)COC(=O)c2ccc(C)s2)cc1 | 16.7% | x | -0.6% | i | -5.4% | 6.6 | 10.8% | x | x
COc1ccc(C(N)c2csc(Nc3cc(Oc4ccccc4)ncn3)n2)cc1 (centres undefined) | -0.4% | x | 3.0% | u | u | -84.9* | u | x | u
CCn1c(=O)n(CC)c2cc(N3CCCC3)c(NC(=O)c3cc(Br)ccc3OC)cc21 | u | -0.2% | u | i | 5.8% | -13.9 | -2.8% | -13.6% | x
C=CCOc1cccn2c(N(C=O)Cc3ccccc3)c(CC)nc12 | 0.0% | x | 0.1% | i | 1.9% | 31.2 | 7.7% | x | 2.9%
CS(=O)(=O)N1CCC(C(=O)c2cccc(Cl)c2)CC1 | -6.0% | -4.9% | u | i | 1.3% | -14.4 | -4.2% | u | -2.6%
CCOc1ccc(NC(=O)CSc2nnc(C)n2CCCOC)cc1 | -1.3% | -7.5% | 19.9% | i | 1.6% | 10.8 | -2.6% | -9.0% | -4.5%
Cc1cc(N2CCN(CC(O)C(F)(F)F)CC2)c2ccccc2n1 (centres undefined) | 2.4% | 5.0% | -2.6% | i | 0.3% | -5.9 | -13.1% | -4.9% | -17.5%
